Screens as filed in PubChem.
PMI act satM6P – activators of human phosphomannose isomerase at near-saturating mannose 6-phosphate; P34949; coupled PMI enzyme assay, resazurin fluorescence, 20 min; active compounds read high; 1 = untreated enzyme, 0 = substrate-free blank; activation factor at 20 µM; actives 0.34% (n = 190,000); AID 1216;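 active = activation factor of 2 or more at 20 µM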
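test system = human PMI in coupled enzyme assay | medium = HEPES-buffered pH 7.4 with magnesium and detergent | also added = 1.0 mM mannose-6-phosphate substrate with 0.22 mM NADP+ | compound = 20 µM single dose | times = 20 min incubation at room temperature | measured by = resorufin fluorescence (Ex 544/Em 590 nm) from resazurin via diaphorase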
Hsp70 act – Hsp70 transcriptional activation, primary screen; activation, % at 10 µM; HeLa Hsp70 promoter luciferase reporter, luminescence; scaled: vehicle 0, proteasome-inhibitor control 100%; actives 0.04% (n = 200,000);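 active = activation above the mean across all tested compounds plus 3 SD, cutoff set per campaign, cut at about 5.5% in these data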;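 also: 100% = MG132 at 30 µM as the positive control and 0% = DMSO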
PMI act – phosphomannose isomerase (human) activation; P34949; purified human PMI, coupled resazurin fluorescence, 20 min; active compounds read high; 1 = vehicle control, 0 substrate-free wells; activation factor at 20 µM; actives 0.005% (n = 190,000);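 active = activation factor of 2 or more at 20 µM, relative to plate controls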
TNAP inh no acc – blocks human TNAP activity with no phosphate acceptor present | P05186 | purified TNAP, CDP-star luminescence, 30 min | inhibition, % at 20 µM | actives 0.26% (n = 200,000);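 active = tissue-nonspecific alkaline phosphatase inhibition above about 50% at 20 µM in the single-dose screen, limit read from the data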;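 also: 0% = DMSO negative control and 100% = EDTA positive control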
Target sequence (P05186 whole entry, looked up): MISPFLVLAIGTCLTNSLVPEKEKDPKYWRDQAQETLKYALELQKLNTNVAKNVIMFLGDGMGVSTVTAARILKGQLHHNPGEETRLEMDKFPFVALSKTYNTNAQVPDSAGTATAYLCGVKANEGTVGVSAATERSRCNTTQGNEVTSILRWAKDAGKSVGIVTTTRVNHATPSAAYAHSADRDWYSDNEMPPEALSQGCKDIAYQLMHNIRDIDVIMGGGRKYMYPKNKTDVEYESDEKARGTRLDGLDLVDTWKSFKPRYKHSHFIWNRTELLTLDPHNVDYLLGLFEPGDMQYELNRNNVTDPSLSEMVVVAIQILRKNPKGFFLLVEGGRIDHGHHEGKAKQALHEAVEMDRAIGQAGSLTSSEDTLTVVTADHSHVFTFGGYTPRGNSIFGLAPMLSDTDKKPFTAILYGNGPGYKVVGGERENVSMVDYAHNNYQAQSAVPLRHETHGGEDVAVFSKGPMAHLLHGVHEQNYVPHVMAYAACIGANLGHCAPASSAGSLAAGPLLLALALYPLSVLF
Efa HMGR inh – inhibitors of class II HMG-CoA reductase from Enterococcus faecalis; purified E. faecalis HMGR, NADPH absorbance 340 nm kinetic; inhibition, % at 10 µM; actives 0.41% (n = 190,000); AID 1066;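 active = inhibition above a set limit, the median over all tested compounds plus 3 SD, cut at about 9.5% in these data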;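 also: enzyme runs in reverse so mevalonate oxidation gives rising NADPH absorbance; 0% = complete reaction with DMSO and 100% = background rate lacking mevalonate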
TNAP inh hi DEA – TNAP (human) inhibition, high acceptor | actives 0.03% (n = 200,000) | purified TNAP, CDP-star luminescence, 1 M DEA | inhibition, % at 20 µM | AID 1135 | P05186;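 active = over 50% inhibition of tissue-nonspecific alkaline phosphatase at 20 µM in the single-dose screen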;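 also: plate controls were DMSO wells for no effect and EDTA-quenched wells as full inhibition for full effect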
RAM inhibit – blocks the yeast RAM network. S. cerevisiae dse1pr::URA3 reporter, 5-FOA growth OD615, 2 d; analog-sensitive cbk1-as2 kinase mutant strain. inhibition, % at 50 µM. actives 1.8% (n = 190,000). AID 868;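 active = inhibition above a set limit, 3 SD over mean compound inhibition, cut at about 8.4% in these data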;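 also: 0% = DMSO-only wells with no growth and 100% = 10 µM 1-NA-PP1 full growth; inhibition rescues growth on 5-FOA so higher OD means more RAM inhibition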
Lmaj promast – reduces viability of Leishmania major promastigotes; resazurin fluorescence viability; actives 9% (n = 200,000); inhibition, % at 10 µM; AID 1063; in the data active = inhibition above about 50%;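 also: promastigotes grown with compound for 44 hours at 28 °C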
DTT redox prof – compounds producing H2O2 with reducing agent – biochemical, NIH compound library profiling, artefact control for MLSCN library redox annotation, primary screen; AID 878; actives 0.03% (n = 200,000); activation, % at 10 µM; DTT-dependent redox cycling H2O2, phenol red/HRP absorbance; 100% = 100 µM peroxide control, 0% = buffer;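 active = activation of at least 50% relative to the plate's high and low controls in the primary single-dose screen; inactive = activation below 50%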;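 also: compound incubated with DTT at 0.8 mM final as the reducing agent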
S1P3 antag – antagonists of human S1P3 receptor; Q99500; CHO S1P3 NFAT-BLA reporter, FRET fluorescence, antagonist mode; inhibition, % at 4.98 µM; actives 0.27% (n = 170,000); AID 485;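 active = inhibition above the plate cutoff, the mean inhibition of test wells on that plate plus 3 SD, cut at about 28% in these data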;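 also: cells challenged with S1P at its EC80 of 0.8 µM; blue over green emission ratio from cleaved BLA substrate after 4 h stimulation; 0% = S1P-stimulated wells and 100% = unstimulated DMSO-only wells; some compounds past the cut are filed as inactive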
Target sequence (Q99500 whole entry, looked up): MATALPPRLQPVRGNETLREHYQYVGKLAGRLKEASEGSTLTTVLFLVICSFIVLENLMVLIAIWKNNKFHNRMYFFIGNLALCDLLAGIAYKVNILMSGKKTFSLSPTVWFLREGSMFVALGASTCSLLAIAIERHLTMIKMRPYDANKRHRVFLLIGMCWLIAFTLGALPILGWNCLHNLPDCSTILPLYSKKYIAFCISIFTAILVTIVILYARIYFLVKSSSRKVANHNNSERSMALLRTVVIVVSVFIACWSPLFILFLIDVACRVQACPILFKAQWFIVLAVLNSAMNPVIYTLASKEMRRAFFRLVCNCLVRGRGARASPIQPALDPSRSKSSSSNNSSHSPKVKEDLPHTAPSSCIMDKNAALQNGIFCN
Starred values were filed as active, the others as inactive; nt = no result given.

no.	SMILES	PMI act	Hsp70 act	TNAP inh no acc	Lmaj promast	PMI act satM6P
1	Cc1c(NC(=O)CSc2nnc(-c3ccco3)n2-c2ccccc2)c(=O)n(-c2ccccc2)n1C	1.1	-0.3	-17	-2	1
2	O=c1cc(CN2CCc3ccccc32)nc2sccn12	1.5	-0.2	-28	-4	1.8
3	O=C1C(Nc2ccccc2)=C(NS(=O)(=O)c2ccccc2)C(=O)c2ccccc21	1.2	-0.4	5	0	0.7
4	Cc1cc(C)nc(N(C#N)CC(=O)c2ccccc2)n1	0.9	-0.1	-5	1	1
5	COc1cc(OC)c(C2N(c3ccc(Cl)c(Cl)c3)C(=O)C3CCCN32)cc1OC (centres undefined)	0.9	-0.2	-2	9	0.8
6	Cc1cccc(NC(c2ccc(C)s2)c2ccc3ccc(C)nc3c2O)n1 (centres undefined)	1	-0.4	-20	37	0.6
7	CNC(=O)NC(=S)NC(=O)c1ccc(OC)cc1	1.1	-0.3	-4	-6	1.1
8	O=C(Nc1ccc2c(c1)OCCO2)c1cc2ccccc2o1	0.9	-0.3	-5	12	0.9
9	Cc1ccc(C(C)C)c(OCc2nn(CC(=O)c3ccc(Cl)cc3)c3[n+]2CCCCC3)c1	1.1	-0.1	4	98*	1
10	C#CCOCCOCCOCCNc1nc(N2CCN(C(=O)C([C@@H](C)CC)n3cc(C(N)Cc4ccc(O)cc4)nn3)CC2)nc(N2CCN(C(=O)[C@H](CCC(=O)O)n3cc(C(N)[C@H](C)CC)nn3)CC2)n1 (some centres undefined)	1.2	-0.2	-7	-1	1.2
11	O=C(NNc1cccc(Cl)c1)c1cccnc1Cl	1.7	-0.3	-6	88*	2*
12	Oc1ccc2ccccc2c1C=Nc1ccc(Cl)cn1	0.4	-0.1	14	-9	0.2

no.	DTT redox prof	Efa HMGR inh	S1P3 antag	TNAP inh hi DEA	RAM inhibit
1	-0.3	-5	0	-9	-0.4
2	-0.3	0	nt	-4	1.4
3	-0.3	-2	11	11	3.2
4	0.8	-3	-2	-3	1.2
5	-1.0	-2	-17	-2	1.5
6	1.1	-13	1	-10	1.2
7	0.8	2	nt	-7	2.0
8	-0.7	0	2	-3	-0.4
9	-1.4	2	-8	-1	-2.2
10	0.3	1	-3	-5	0.1
11	0.1	-1	9	1	0.0
12	0.6	-6	1	1	0.4

Additional entries follow:
no.	SMILES	PMI act	Hsp70 act	TNAP inh no acc	Lmaj promast	PMI act satM6P
13	CCOC(=O)c1ccccc1NC(=O)Nc1ccc(OC)c(OC)c1	1	-0.4	-13	1	0.9
14	CCCC(=O)Nc1nc2c(OC)ccc(OC)c2s1	1	-0.2	-14	1	1.1
15	COc1ccc(OCCSc2nc3ccccc3c(=O)[nH]2)cc1	1	-0.3	-15	-5	1
16	CCn1c(CN2CCCCCC2=O)nnc1SCc1cnc(-c2ccccc2)s1	1.2	-0.2	10	19	1.2
17	CC(C)C(NC(=O)C(NC(=O)C1O[C@@H]2OC(C)(C)O[C@@H]2[C@H]2OC(C)(C)O[C@@H]12)C(C)C)C(=O)O (some centres undefined)	1.2	-0.3	-4	0	1.1
18	Cc1ccc2cc(/C=N/NC(=O)CN3CCCCC3)c(Cl)nc2c1	0.9	-0.3	-2	0	1
19	CCCCCc1ccc(-c2ccc(C(=O)O)cc2)nc1	1.1	-0.3	-9	-10	1
20	Cc1ccccc1N1CN(Cc2ccco2)CNC1=S	0.9	-0.1	2	-4	1
21	COc1ccc(-c2nn(-c3ccccc3)cc2C(=O)Nc2nccs2)cc1	0.8	-0.2	-3	28	0.8
22	COc1ccccc1NC(=O)N1CCN(c2ccccc2F)CC1	0.9	-0.2	-10	-1	0.9
23	COc1ccc(-n2nc(C(=O)N3CCCCC3)c(C)c(C#N)c2=O)cc1	1	-0.5	-13	-5	0.8
24	O=C(Nc1nc2c(ccc3ccccc32)s1)c1cc([N+](=O)[O-])ccc1N1CCOCC1	1.1	0.1	0	21	0.9

no.	DTT redox prof	Efa HMGR inh	S1P3 antag	TNAP inh hi DEA	RAM inhibit
13	0.1	-3	-2	-4	1.6
14	-1.0	0	-20	-6	0.9
15	-0.6	1	-36	-5	5.7
16	3.1	-9	-22	-2	0.9
17	1.7	4	-1	-2	-0.4
18	-0.3	0	-3	-4	0.8
19	0.3	1	nt	-2	-0.2
20	0.2	2	-4	2	0.6
21	18	-2	nt	-5	3.5
22	-0.2	-2	-11	-3	0.6
23	-0.5	-1	8	-5	1.5
24	-2.1	2	-8	2	2.9

(continued)
no.	SMILES	PMI act	Hsp70 act	TNAP inh no acc	Lmaj promast	PMI act satM6P
25	COc1cc(C)c(CNc2cccc(C)c2)cc1C	0.8	-0.3	-10	0	0.9
26	CSc1cccc(CN2CCN(Cc3ccccc3)C(CCO)C2)c1 (centres undefined)	1	-0.1	-3	84*	1.1
27	COc1cc(/C=C2\SC(=Nc3c(C)n(C)n(-c4ccccc4)c3=O)NC2=O)ccc1O	0.9	0.2	11	-5	0.8
28	C=CCNC(=O)c1c(Cl)cccc1Cl	1	-0.4	-5	-3	1
29	CC(C(=O)NCC1CCCO1)n1cccc1C(=O)c1ccccc1 (centres undefined)	1.1	-0.5	1	-2	1
30	O=C1NC(c2ccccc2)=NC1(NS(=O)(=O)c1ccc(Cl)cc1)C(F)(F)F (centres undefined)	1.1	0.0	-13	34	1
31	Cc1cc(C(F)F)n2ncc(C(=O)NCc3ccccc3F)c2n1	1	-0.1	-10	-4	1
32	C/C(=N\NC(=S)NCc1ccccc1)c1ccc(Br)cc1	0.9	-0.3	-44	2	0.9
33	COc1ccc(-n2c(SCC(=O)N3CCCC(C)C3)nnc2-c2cccnc2)cc1 (centres undefined)	1	0.2	-8	-7	0.9
34	CCOc1ccc(-c2nnn(CC(=O)N3CCN(c4ccc(F)cc4)CC3)n2)cc1OCC	0.9	-0.1	-6	-5	0.9
35	Cc1noc(C)c1CSc1ncnc2sc3c(c12)CCCCC3	0.9	-0.1	-1	7	0.8
36	O=C(OCC(=O)C12CC3CC(CC(C3)C1)C2)c1cccnc1Cl	1	-0.2	-14	60*	1

no.	DTT redox prof	Efa HMGR inh	S1P3 antag	TNAP inh hi DEA	RAM inhibit
25	-0.1	0	nt	-1	0.0
26	-0.8	-9	-9	-3	2.2
27	-0.2	-2	-4	16	5.5
28	2.2	-5	-21	-1	3.1
29	1.9	-2	-56	5	2.5
30	-0.5	-2	11	1	-0.4
31	-0.7	-1	-11	-4	1.5
32	0.5	-7	-7	-3	9.9*
33	2.2	3	0	-7	0.1
34	2.7	-2	-37	1	2.5
35	1.4	-1	-5	-4	7.9
36	0.5	0	0	0	0.1

Arranged by formula weight (descending): part of the list above
no.	SMILES	PMI act	Hsp70 act	TNAP inh no acc	Lmaj promast	PMI act satM6P
34	CCOc1ccc(-c2nnn(CC(=O)N3CCN(c4ccc(F)cc4)CC3)n2)cc1OCC	0.9	-0.1	-6	-5	0.9
27	COc1cc(/C=C2\SC(=Nc3c(C)n(C)n(-c4ccccc4)c3=O)NC2=O)ccc1O	0.9	0.2	11	-5	0.8
32	C/C(=N\NC(=S)NCc1ccccc1)c1ccc(Br)cc1	0.9	-0.3	-44	2	0.9
35	Cc1noc(C)c1CSc1ncnc2sc3c(c12)CCCCC3	0.9	-0.1	-1	7	0.8

no.	DTT redox prof	Efa HMGR inh	S1P3 antag	TNAP inh hi DEA	RAM inhibit
34	2.7	-2	-37	1	2.5
27	-0.2	-2	-4	16	5.5
32	0.5	-7	-7	-3	9.9*
35	1.4	-1	-5	-4	7.9

Continuation.
no.	SMILES	PMI act	Hsp70 act	TNAP inh no acc	Lmaj promast	PMI act satM6P
37	COc1ccccc1N1CCN(C(=O)c2ccc3c(Cl)c4c(nc3c2)CCCC4)CC1	0.9	-0.2	1	10	0.9
38	CCOC(=O)CSc1nc2sc(C)c(C)c2c(=O)n1C	0.8	-0.1	-12	-1	0.8
39	Cc1cccc(C)c1OCC(O)Cn1ccnc1C (centres undefined)	1	nt	-15	-4	1
40	Oc1c(/C=N/c2ncn[nH]2)ccc2ccccc12	0.9	-0.2	-10	-6	0.6
41	Brc1ccc(/C=N/Nc2nncc(-c3ccccc3)n2)o1	1.1	0.5	-9	1	1.1
42	COc1ccccc1Cn1c(=S)[nH]c2cc(C(=O)N3CCN(C)CC3)ccc2c1=O	1	0.4	0	2	1
43	CC(C)c1ccccc1NC1=CC(=O)CC(C)(C)C1	1.1	-0.5	-7	12	1
44	COc1cccc(CC2(CO)CCCN(C(=O)c3cc[n+]([O-])cc3)C2)c1 (centres undefined)	1	0.0	-4	-3	1
45	COc1ccccc1N1CCN(C(=O)c2ccc3c(=O)n(Cc4ccco4)c(=S)[nH]c3c2)CC1	1	-0.4	-8	32	1
46	O=c1c2nnn(Cc3ccccc3)c2ncn1-c1ccccc1	0.8	-0.2	-11	-6	0.9
47	CCOC(=O)C1=C(C)N(c2ccc(C)cc2)C(=O)/C1=C\c1cccs1	0.9	-0.2	1	-6	0.9
48	COc1cc(-c2nc3ccccn3c2/N=C/c2cc(OC)c(O)cc2Cl)ccc1O	0.7	-0.1	26	11	0.6

no.	DTT redox prof	Efa HMGR inh	S1P3 antag	TNAP inh hi DEA	RAM inhibit
37	1.7	1	-6	-3	-0.1
38	2.9	-1	-27	-6	2.0
39	-2.0	2	-15	-4	-0.1
40	0.4	-1	-14	2	-1.0
41	0.6	-2	-15	-2	2.1
42	-5.5	3	nt	-3	2.8
43	-0.4	-4	-3	0	1.6
44	-1.1	-3	-14	-5	1.8
45	2.5	1	15	-5	1.9
46	2.7	1	-16	-5	3.6
47	2.6	-2	nt	4	6.4
48	0.1	5	1	24	0.0

Values by screen from the list.
Efa HMGR inh, compounds 32 to 43, in order: -7, 3, -2, -1, 0, 1, -1, 2, -1, -2, 3, -4
TNAP inh no acc, compounds 32 to 43, in order: -44, -8, -6, -1, -14, 1, -12, -15, -10, -9, 0, -7
PMI act, compounds 32 to 43, in order: 0.9, 1, 0.9, 0.9, 1, 0.9, 0.8, 1, 0.9, 1.1, 1, 1.1

Further entries:
no.	SMILES	PMI act	Hsp70 act	TNAP inh no acc	Lmaj promast	PMI act satM6P
49	Cc1cc(C)n2nc(C(=O)N/N=C/c3ccc(Cl)cc3)nc2n1	1.1	-0.2	-4	17	1.1
50	CCn1cc(C(=O)N2CCc3ccccc32)c(=O)c2cc(S(=O)(=O)N3CCCCCC3)ccc21	0.9	0.0	1	11	0.9
51	O=C(Nc1c(F)cc(F)cc1Br)c1cc(-c2ccco2)on1	1	-0.1	-12	-7	1.1
52	CN(Cc1ccccc1)C(=O)CSc1nc2ccccc2c(=O)n1Cc1ccco1	0.7	-0.2	-6	45	0.7

no.	DTT redox prof	Efa HMGR inh	S1P3 antag	TNAP inh hi DEA	RAM inhibit
49	0.1	-7	8	1	2.6
50	0.2	-2	nt	-7	-0.4
51	0.9	0	-12	-4	2.5
52	-0.9	-3	6	-5	9.2*
